SMN2 splice up – increases expression of the SMN2 splice variant; 2.8% of 210,000 active; HEK293 SMN2-luciferase splicing reporter, luminescence, 30-36 h; Potency, µM (doses to about 46.1 µM), without a hit: top-dose activity change, positive = activation, most hits filed as activators; active = well fitted activation curve with a large enough effect; inconclusive = small, poorly fitted or top-dose-only effect; inactive = no such curve, though single readings can be large or run the other way; note: % of control where 0% means no effect; nearly all actives have a fitted effect of over 55% in size
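HEK293 cells carry an SMN2 […]–luciferase reporter in which exon 7 inclusion puts luciferase in frame. Cells were plated 10-12 h before compound addition, then incubated 30-36 h at 37C. ONE-Glo luminescence was read; sodium butyrate at 4.5 mM final served as control.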
The depositor's hits bear a star; ? = inconclusive; [ ] = dose if it differs, or a comment. Potency is the fitted concentration of half-maximal effect. These rows are one share of the data; count on the stated rates, not on these rows.

The opening 3 compounds, ahead of the listing:
SMILES | SMN2 splice up
CC(C)c1nnc(NC(=O)c2nc(S(=O)(=O)Cc3ccccc3)ncc2Cl)s1 | -5%
COc1ccc(C(=O)N/C(=C\c2cn(S(=O)(=O)N(C)C)c3ccccc23)C(=O)NCCCn2ccnc2)cc1 | -2%
CCn1c2ccccc2c2cc(CN3CCN(Cc4ccc(OC)c(OC)c4)CC3)ccc21 | -12%

All compounds of this part, from the first entry:
SMILES | SMN2 splice up
CC(C)c1nnc(NC(=O)c2nc(S(=O)(=O)Cc3ccccc3)ncc2Cl)s1 | -5%
COc1ccc(C(=O)N/C(=C\c2cn(S(=O)(=O)N(C)C)c3ccccc23)C(=O)NCCCn2ccnc2)cc1 | -2%
CCn1c2ccccc2c2cc(CN3CCN(Cc4ccc(OC)c(OC)c4)CC3)ccc21 | -12%
CCOC(=O)COc1ccc(CC)cc1C(=O)c1ccn2nc(-c3ccc(C)cc3)cc2n1 | 14%
Cc1ccc(Oc2c(C(F)(F)F)oc3c(CN4CCC(C)CC4)c(O)ccc3c2=O)cc1 | 1%
Cc1ccc2c(c1)-c1c(cnc3cc(-c4ccccc4)nn13)CO2 | -3%
Cc1ccc(S(=O)(=O)N2CCN(Cc3ccc4c(c3)OCO4)CC2)cc1 | -39%[inhibitor]
COc1cc2[nH]c(=O)n(Cc3ccc(C(=O)N4CCN(c5cc(Cl)ccc5C)CC4)cc3)c(=O)c2cc1OC | 1%
CCOc1ccc(N(CC)C(=O)c2cc3c(s2)-c2ccc(Cl)cc2SC3)cc1 | ?
CCC1=Nc2cc(C(=O)NCCc3ccccc3)ccc2Sc2ccc(Cl)cc21 | -26%
CC(C)COc1ccc(C(=O)N2CCCCC2CCN2CCCCC2)cc1 (stereo unspecified) | -11%
Cc1ccc2cccc(NC(=O)COc3cc(C)c(Cl)c(C)c3)c2n1 | -10%
CC1CCCCN1Cc1c(O)ccc2c(=O)c(-c3cccc(Cl)c3)c(C(F)(F)F)oc12 (stereo unspecified) | 1%
CCOc1ccc(S(=O)(=O)N2Cc3ccccc3CC2C(=O)Nc2ccc(NC(C)=O)cc2)cc1 (stereo unspecified) | -14%
O=C(Nc1ccc(Br)c2cccnc12)c1cccc2ccccc12 | 10%
CCOc1ccc(NC(=O)c2c(NC(=O)c3ccccc3Br)sc3c2CCC(C)C3)cc1 (stereo unspecified) | -1%
Nc1c(C(=O)NCc2cccs2)nnn1CC(=O)Nc1cccc(F)c1 | 10%
CCc1ccc(Nc2sc(C(=O)c3ccc(F)cc3)c(N)c2S(=O)(=O)c2ccccc2)cc1 | 19%
O=C1Nc2ccc(S(=O)(=O)Nc3ccccc3O)c3cccc1c23 | 13%
Cc1cc(Br)ccc1NC(=O)c1coc(=O)c2ccccc12 | 6%
Cc1ccc(CNC(=O)CN2C(=O)COc3ccc(S(=O)(=O)N4CCC(C)CC4)cc32)cc1 | 18%
COc1ccc2oc(=O)c(C(=O)NCCc3c(C)[nH]c4ccc(Br)cc34)cc2c1 | 1%
CCn1c(C(=O)NCc2ccccc2OC)cc2sccc21 | -5%
Cc1c2cnn(-c3ccccc3)c(=O)c2c(C)n1CC(=O)Nc1ccccc1Br | 2%
O=S(=O)(Nc1ccc(Cl)cc1)c1ccc(NS(=O)(=O)c2ccc3c(c2)OCCO3)cc1 | 7%

Reformatted with tabs: four of the compounds above.
Molecule	SMN2 splice up
CCOC(=O)COc1ccc(CC)cc1C(=O)c1ccn2nc(-c3ccc(C)cc3)cc2n1	14%
Cc1ccc(Oc2c(C(F)(F)F)oc3c(CN4CCC(C)CC4)c(O)ccc3c2=O)cc1	1%
Cc1ccc2c(c1)-c1c(cnc3cc(-c4ccccc4)nn13)CO2	-3%
Cc1ccc(S(=O)(=O)N2CCN(Cc3ccc4c(c3)OCO4)CC2)cc1	-39%[inhibitor]

Continued.
SMILES | SMN2 splice up
Cc1[nH]c2ccc(Br)cc2c1CCNC(=O)c1cc2ccccc2oc1=O | ?
CCOC(=O)c1cnc2ccccc2c1Nc1ccc(N2CCOCC2)cc1 | -8%
COc1ccc(N2CCN(c3oc(/C=C/c4ccc(F)cc4)nc3C#N)CC2)cc1 | 1%
CCOc1ccc2c(c1)c(=O)c(C(=O)c1ccc(CC)cc1)cn2CC(=O)Nc1ccccc1C | 2%
Cc1cc(C)cc(Oc2c(C(F)(F)F)oc3c(CN4CCCC(C)C4)c(O)ccc3c2=O)c1 (stereo unspecified) | 3%
CCC(Cc1ccccc1)NC(=O)Cn1nc(C)n2c(cc3occc32)c1=O (stereo unspecified) | 3%
COc1ccc(CCNC(=O)c2ccc(Cn3c(=O)c4ccccc4n(Cc4ccc(C)cc4)c3=O)cc2)cc1OC | -6%
CC(C)CN(CC(C)C)c1nc(-c2ccc(Cl)cc2)nc2ccccc12 | 2%
Cc1noc(/C=C/N(C)C)c1S(=O)(=O)N1CCCC(C(=O)Nc2cccc(F)c2)C1 (stereo unspecified) | 11%
Cc1ccc2c(c1)-c1nc(-c3ccc4c(c3)NC(=O)CO4)cc(-c3ccc(Cl)cc3)c1CO2 | -8%
Cc1ccccc1Cn1c(C)c(CNCCCc2ccccc2)c(C(=O)O)c1C | -3%
CC(C)CN(CCCNC(=O)c1cc(-c2ccc(Br)s2)nc2ccccc12)CC(C)C | -11%
CCOC(=O)C1=C(CS(=O)(=O)c2ccc(OC)c(Cl)c2)NC(=O)NC1c1cccc(OC)c1 (stereo unspecified) | 1%
Cc1ccc(C)c(Cn2cnc3c(cnn3-c3ccc(F)cc3)c2=O)c1 | 4%
Cc1ccc(Sc2ccc(N3CCCC(C(=O)Nc4ccc(Cl)cc4)C3)nn2)cc1 (stereo unspecified) | -5%
COC(=O)c1ccccc1NC(=O)[C@H]1O[C@@H]2OC(C)(C)O[C@@H]2[C@H]2OC(C)(C)O[C@H]21 | 0%
CCOc1ccc(OCC)c(S(=O)(=O)N2CCN(c3cccc(C)c3C)CC2)c1 | -30%[inhibitor]
Cc1cc(F)ccc1S(=O)(=O)Nc1cc2c(C(=O)O)c(C)oc2c2ccccc12 | -5%
Cc1sc2ncn(CC(=O)N3CCN(c4ccc(F)cc4)CC3)c(=O)c2c1S(=O)(=O)N1CCCCC1 | -3%
CCOc1ccc(CCNC(=O)c2ccc3c(c2)N(Cc2ccc(C)cc2)CCS3)cc1 | -15%
CCc1ccc(NC(=O)C2CCN(c3ccc(Sc4ccc(C)cc4)nn3)CC2)cc1 | -18%
CC1CCc2c(sc3nnn(CC(=O)Nc4ccccc4Cl)c(=O)c23)C1 (stereo unspecified) | -3%
COc1cccc(CCNC(=O)c2cnc3sc(N4CCCC4)nn3c2=O)c1 | -2%
CCOc1ccc(NC(=O)c2oc3ccccc3c2NC(=O)c2ccc(OC)cc2OC)cc1 | 2%
CCN(CC)CCNC(=O)c1cc2c(=O)n(C)c3cc(Cl)ccc3c2s1 | 11%

An excerpt from above in order of length of the SMILES, rising:
SMILES | SMN2 splice up
CC(C)CN(CC(C)C)c1nc(-c2ccc(Cl)cc2)nc2ccccc12 | 2%
CCN(CC)CCNC(=O)c1cc2c(=O)n(C)c3cc(Cl)ccc3c2s1 | 11%
COc1ccc(CCNC(=O)c2ccc(Cn3c(=O)c4ccccc4n(Cc4ccc(C)cc4)c3=O)cc2)cc1OC | -6%

Next entries follow:
SMILES | SMN2 splice up
COCc1cc(C)nc2sc3c(c12)NC(c1ccc(O)cc1)N(c1ccc(OC)cc1)C3=O (stereo unspecified) | ?
CCOC(=O)c1ccc(N2C(=O)c3[nH]nc(-c4ccccc4)c3C2c2ccc(C(C)C)cc2)cc1 (stereo unspecified) | -16%
CCOc1ccc(-c2nc3c(c(SCC(=O)N4CCCCC4)n2)Cc2ccccc2O3)cc1 | -9%
Cc1cccc(NC(=O)c2oc3ccccc3c2NC(=O)c2cc(=O)c3ccc(C)cc3o2)c1 | 7%
COc1ccc(NC(=O)c2oc3ccccc3c2NC(=O)Cc2coc3ccc(C)cc23)cc1 | 0%
COc1ccc(CNC(=O)Cn2c(=O)oc3cc(S(=O)(=O)N4CCC(C)CC4)ccc32)cc1 | -46%[inhibitor]
CCOC(=O)c1ccc(NC(=O)CCc2c(C)n(CC)c3cc(-c4ccccc4OC)nn3c2=O)cc1 | 10%
COc1ccc(-c2cc(-c3ccccc3)c(C#N)c(SCC(O)CS(=O)(=O)Cc3ccc(Cl)cc3)n2)cc1 (stereo unspecified) | 23%
COc1cc(Cl)c(C)cc1NC(=O)c1ccc2c(Cl)c3c(nc2c1)CCC3 | ?
CCc1ccc(-n2c(=O)c3sc4ccccc4c3n(CC(=O)N3CCCC3)c2=O)cc1 | 18%
Cc1cc(NC(=O)c2cc(-c3ccc(F)cc3)on2)nn1Cc1ccc(Cl)cc1 | -20%
Cc1ccc2c(c1C)NC(=O)CC2c1ccc(Cl)cc1Cl (stereo unspecified) | 4%
COc1ccc(NC(=O)Cn2c(=O)n(Cc3ccco3)c(=O)c3cc(OC)c(OC)cc32)cc1 | -15%
Cc1cccc(N(C)C(=O)C2CCC(CNS(=O)(=O)c3cccc4nsnc34)CC2)c1 (stereo unspecified) | -40%[inhibitor]
CCc1ccc2oc(C(=O)NCc3ccccc3)cc(=O)c2c1 | 0%
COc1ccc(-c2cc(C(=O)OC(C)C(=O)c3ccccc3)c3cccc(Cl)c3n2)cc1 (stereo unspecified) | 5%
COc1cccc(NC(=O)Cn2c(=O)n(Cc3ccco3)c(=O)c3cc(OC)c(OC)cc32)c1 | -2%
CCCn1c(SCc2nc(-c3cc(OC)ccc3OC)no2)nnc1-c1ccc(Cl)cc1 | -8%
CCOc1ccc(OCC)c(NC(=O)c2nnn(CC(=O)Nc3ccc(C)cc3C)c2N)c1 | -4%
Cc1ccc(C)c(NC(=O)CN2C(=O)CSc3nc(C)cc(C)c32)c1 | -28%
CCC(Cn1nnc2ccccc2c1=O)NC(=O)Nc1cccc(C)c1C (stereo unspecified) | -2%
Cc1cccc(Oc2nc3ccccn3c(=O)c2/C=C(\C#N)c2nc3ccccc3s2)c1C | 5%
CCNc1nc(Oc2ccc(OCC(=O)OC)nn2)nc(N2CCOCC2)n1 | 4%
O=C(NCCn1cc(SCc2ccc(C(F)(F)F)cc2)c2ccccc21)c1ccccc1F | -51%[inhibitor]
COc1cc(NC(=O)c2cc3c(s2)-c2ccccc2OC3)cc(OC)c1OC | -18%
SMILES | SMN2 splice up
C=CCc1ccc(OCc2ccc(C(=O)Nc3ccc(NC(C)=O)cc3)o2)c(OC)c1 | 2.8µM*
CCOc1ccc(Nc2oc(/C=C/c3cccc(OC)c3)nc2C#N)cc1 | -5%
O=S(=O)(c1ccccc1)c1nc(-c2ccc(F)cc2)oc1N1CCCCCC1 | 13%
COCCCn1c(=N)c(C(=O)NCc2ccco2)cc2c(=O)n3ccccc3nc21 | -9%
CC(C)c1ccc2oc(-c3cccc(NC(=O)c4ccc5c(c4)OCCO5)c3)nc2c1 | -3%
Cc1ccc(-c2nc3n(n2)C(c2ccccc2C)C=C(c2ccc(Cl)cc2)N3)cc1 (stereo unspecified) | 17%
CCOC(=O)c1ccc(-n2c(CCC(=O)O)ccc2-c2ccc(Br)cc2)cc1 | -2%
COc1cccc(NC(=O)Cn2cc(C(=O)C3CCCCC3)c3ccccc32)c1 | -10%
CC(=O)Nc1ccc(NC(=O)CSc2nccn2C)cc1 | 9%
O=C(NCCc1ccccc1)c1cc(-c2ccc(Cl)c(Cl)c2)on1 | 7%
Cc1ccc(S(=O)(=O)c2nc(S(C)(=O)=O)sc2NCc2ccccc2)cc1 | 6%
COC(=O)c1cc2oc3ccccc3c2n1Cc1ccc(Cl)cc1 | 11%
COc1ccc2oc(-c3ccc(C)c(NC(=O)c4ccc5c(c4)OCCO5)c3)nc2c1 | 29%
COc1ccc2c(c1)cc1c(=O)n(CC(=O)NC3CC3)nc(C)n12 | -4%
COc1ccc(N(CC(=O)NCc2ccc(F)cc2)S(=O)(=O)c2c(C)noc2C)cc1 | -14%
CCCOc1ccc(C(=O)Nc2ccc3oc(-c4ccc(N(C)C)cc4)nc3c2)cc1 | 9%
COc1ccc(OC)c(NC(=O)c2cccc3c2C(=O)N(C2CCCCC2)C3)c1 | 1%
COc1ccc(OC)c(NC(=O)Cn2cnc3sc(C)c(S(=O)(=O)N4CCN(c5ccccc5OC)CC4)c3c2=O)c1 | 8%
COc1ccc(OC)c(NC(=O)Cc2coc3ccc(C(C)C)cc23)c1 | -8%
COc1cccc(CN(C(=O)c2cccc(C)c2)C2CCS(=O)(=O)C2)c1 (stereo unspecified) | 7%
CCSc1ncc(Cl)c(C(=O)N(Cc2ccc(N(C)C)cc2)Cc2ccco2)n1 | -19%
Cc1ccc(-c2nc3cc(C(C)C)ccc3o2)cc1NC(=O)c1cc([N+](=O)[O-])ccc1N1CCOCC1 | -46%[inhibitor]
Cc1cccc(N2CCN(C(=O)Cn3cnc4sc(C)c(S(=O)(=O)N5CCN(c6ncccn6)CC5)c4c3=O)CC2C)c1 (stereo unspecified) | -5%
COc1cc(NC(=O)c2ncn(-c3ccccc3)n2)cc(OC)c1 | ?
Cc1cccc(N2CCN(C(=O)CN3C(=O)COc4ccc(S(=O)(=O)N5CCC(C)CC5)cc43)CC2)c1C | 6%
Cc1cc(C)cc(NC(=O)C2CCN(c3nnc(-n4c(C)ccc4C)s3)CC2)c1 | 7%
CCOc1ccc(NC(=O)Cn2cc(C(=O)c3ccc(OC)cc3)c(=O)c3cc4c(cc32)OCO4)cc1 | -10%
O=C(CCn1c(=O)c2sccc2n(Cc2ccccc2F)c1=O)NCc1ccc2c(c1)OCO2 | 2%
COc1ccc(-n2c(=O)c3c4c(sc3n3c(SCCC(C)C)nnc23)COC(C(C)C)C4)cc1 (stereo unspecified) | -10%
